# H69AR inhibit: growth inhibitors of human H69AR lung tumor cells; H69AR lung tumor viability, ATP luminescence, 72 h; stronger effect = lower value; viability, % at 10 µM; 6% of 85,000 active; AID 598;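 active = viability at or below 40%; inactive = viability above 40%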;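 note: multidrug resistant small cell line overexpressing MRP-1 efflux transporter; 100% = mean luminescence of untreated control wells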
# HUVEC tox TNFa: toxic to HUVEC cells under TNF alpha stimulation. HUVEC TNFalpha-stimulated, Hoechst cell count, imaging. cell count reduction, % at 2 µM. 0.17% of 93,000 active. AID 848;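 active = cell count reduction exceeding the screen mean by over 5 SD, scaled to untreated wells per plate, cut at about 78% in these data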;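 note: cells counted after 24 h of TNF alpha exposure following the 1 h pretreatment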
# VCAM1 TNFa inh: reduces TNF alpha induced VCAM1 expression in HUVEC. inhibition, % at 2 µM. 0.48% of 95,000 active. HUVEC TNFa-induced VCAM-1 immunofluorescence, high-content imaging;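 active = inhibition above the batch mean plus 3 SD, with images confirmed as a hit by eye, cut at about 37% in these data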;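 note: 0% = TNF-stimulated DMSO wells and 100% = unstimulated control wells; not every result past the cut was called active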
# HUVEC inhibit: human endothelial cell proliferation inhibition | HUVEC proliferation, CellTiter-Glo luminescence, 72 h; stronger effect = lower value | viability, % at 10 µM (by protocol) | 1.1% of 86,000 active | AID 648;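 active = viability at or below 30%; inactive = viability above 30%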;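 note: 100% = median luminescence of DMSO-only cell control wells on each plate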
# Pyk2 oligo antag: Pyk2 (human) oligomerization antagonism. Q14289. z-score (the deposit names both 25 µM and 10 µM). 0.83% of 99,000 active. Q293 cells, Pyk2 FERM NanoBiT luminescence; stronger effect = lower value;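 active = Z-score of -3 or lower, scaled per plate to the spread of control and sample wells; inactive = z-score above -3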;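 note: negative z-score means lost luminescence so less FERM oligomerization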
# Lung fibro prol: blocks proliferation of human lung fibroblasts. LL 47 human lung fibroblast viability, ATP luminescence; stronger effect = lower value. viability, % at 10 µM. 1.1% of 85,000 active;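 active = viability at or below 50% in the single dose screen; inactive = viability above 50%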;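 note: compound exposure lasted 72 h before the ATP readout; 100% = median luminescence of untreated cell-only wells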
#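 Test system: LL 47 human lung fibroblasts; Quantity: 1,150 cells/well; Buffer or medium: IMEM plus 15% FBS; Dosing: tenfold compound dosing solution, DMSO at 0.1%; Timing: overnight cell rest, 72 h compound treatment at 37 °C; Detection: ATP-based CellTiter-Glo luminescent readout; Read-out basis: viability percentage against median untreated-cell control; Controls: cell-only wells, no compound.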
# IL1B cytotox: HUVEC cytotoxicity counter-screen, IL-1B stimulated | AID 845 | 0.41% of 94,000 active | HUVEC cell count loss, Hoechst imaging | cell count reduction, % at 2 µM;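 active = cell count reduction more than 3 SD above the screen-wide mean, cut at about 70% in these data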;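 note: normalized per plate to untreated control cells as the no-loss baseline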
# Smad3 FoxH1 inh: inhibitors of human Smad3 transcription factor binding. P84022. TR-FRET Smad3/Dy647-FoxH1 peptide binding, europium anti-His. inhibition, % at 25 µM. 0.29% of 88,000 active. AID 630;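 active = compounds that reduce the energy-transfer binding signal between the protein and its labelled peptide by more than half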;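 note: 0% = Smad3 plus labelled peptide maximal FRET and 100% = peptide-only background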
# Target sequence (P84022 whole entry, looked up): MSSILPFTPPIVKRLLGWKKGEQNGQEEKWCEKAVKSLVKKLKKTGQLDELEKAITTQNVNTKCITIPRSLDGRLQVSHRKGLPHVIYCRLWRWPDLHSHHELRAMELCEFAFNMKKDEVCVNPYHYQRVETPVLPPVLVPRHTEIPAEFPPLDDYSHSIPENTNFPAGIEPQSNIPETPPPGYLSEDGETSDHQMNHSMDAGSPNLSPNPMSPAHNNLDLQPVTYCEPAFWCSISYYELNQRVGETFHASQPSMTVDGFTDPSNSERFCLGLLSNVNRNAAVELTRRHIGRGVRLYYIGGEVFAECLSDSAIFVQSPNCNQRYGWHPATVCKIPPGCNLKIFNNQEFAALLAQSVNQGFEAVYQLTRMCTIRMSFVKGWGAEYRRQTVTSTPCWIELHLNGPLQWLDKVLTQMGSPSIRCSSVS
# cytoskel mod: cytoskeleton assembly modification | HUVEC TNFa F-actin phalloidin imaging, high content | inhibition, % at 2 µM | 0.18% of 91,000 active | AID 836;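 active = inhibition above the batch mean plus 3 SD and confirmed as a hit by visual image inspection, cut at about 30% in these data, passing the limit was not always enough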; note: strong numbers were not always called active
# Numbers without * were called inactive; nt = not tested or not shown; [ ] = remark or other dose. An excerpt; the hit share may differ from the screen's.
SMILES,H69AR inhibit,HUVEC tox TNFa,VCAM1 TNFa inh,HUVEC inhibit,Pyk2 oligo antag,Lung fibro prol,IL1B cytotox,Smad3 FoxH1 inh,cytoskel mod
CN(C)[C@@H]1C(=O)C(C(N)=O)=C(O)[C@@]2(O)C(=O)C3=C(O)c4c(O)ccc(Cl)c4[C@@H](O)[C@H]3C[C@@H]12,61,nt,nt,101,nt,93,nt,24[fluorescence artefact?],nt
COc1cccc(C2/C(=C(/O)c3ccccc3)C(=O)C(=O)N2CCCC(=O)O)c1 (stereo not drawn),97,-19,12,98,-0.22,99,-9,6,18
CS(=O)(=O)Nc1ccc(C(=O)NCc2cccnc2)cc1,97,-5,1,94,0.58,98,24,-14,-14
COc1ccc2c(CC#N)c[nH]c2c1,82,nt,nt,101,-0.33,113,nt,2[fluorescence artefact?],nt
Cc1occc1-c1nnc(SCc2cc(=O)n3cc(Br)ccc3n2)n1C,87,-14,4,100,nt,95,-10,8,73
COc1cc2c(cc1NC(=O)Nc1ccccc1)oc1ccccc12,nt,-9,-8,nt,-2,nt,-1,nt,1
CCOc1ccc(S(=O)(=O)N2CCCC2)cc1,101,-5,-12,103,0.61,103,1,3,0
Cc1[nH]nc(-c2ccc(O)c(C)c2O)c1-c1cnn(-c2ccccc2)c1,89,-16,-27,79,-2.1,96,-5,-2,6
O=C(O)C1CCCCC1C(=O)Nc1ccc2c(c1)CCC2 (stereo not drawn),92,-23,14,88,0.74,109,-222,5,20
COc1ccc(NC(=O)CSc2nc(-c3ccc(C)cc3)cc(C(F)(F)F)c2C#N)cc1,nt,15,-4,nt,1.1,nt,-2,nt,0
COc1cc(NC(=O)C2CCCN(S(=O)(=O)c3cnc[nH]3)C2)cc(OC)c1 (stereo not drawn),96,-23,18,104,nt,109,-2,1,2
O=C(Nc1ccccc1F)C1C2C=CC3(O2)C1C(=O)N(c1cccnc1)C3C(=O)NC1CCCCC1 (stereo not drawn),98,-22,4,90,0.76,100,12,5,45
Cn1c(Sc2nc3ccccc3n2C)nc2ccccc21,54,-24,-17,103,0.09,93,0,-1,10
O=C(O)CCSc1nc(C(F)(F)F)cc(=O)n1-c1ccccc1,nt,-22,5,nt,0.65,nt,-8,nt,23
CCOC(=O)Cc1csc(NC(=O)CSc2nc3sc(C(=O)O)c(C)c3c(=O)[nH]2)n1,108,-8,3,94,0.2,103,-2,-7,14
O=C(CC1C(=O)NCCN1C(=O)Nc1ccccc1)Nc1ccc2c(c1)OCCO2 (stereo not drawn),nt,-32,21,96,0.07,96,-4,1,-3
O=C(CSc1nnc(-c2cccnc2)o1)c1cc2ccccc2oc1=O,59,nt,15,84,0.11,89,-4,-19,-17
O=C(O)CCOc1ccc2c(c1)OCCO2,95,-10,-9,97,2.4,97,1,10,-28
CNC(=O)Cn1c(=O)n(C)c2ccccc21,96,-7,6,37,0.18,101,-18,0,0
Cc1c(C)n(CC(O)CN2CCCCC2)c2ccccc12 (stereo not drawn),93,1,10,90,0.26,94,-17,10,-20
OCCN1CCN(CC(O)COc2ccc3ccccc3c2)CC1 (stereo not drawn),77,-18,24,82,-0.3,89,-13,12,-12
CC(C)(C)C(=O)/C=C(\N)c1ccncc1,91,-24,-9,99,-0.19,91,-7,3,8
CC(=O)N1CCN(S(=O)(=O)c2ccc(S(=O)(=O)NC3CC3)cc2)CC1,94,11,-12,98,0.07,108,22,-5,12
COc1ccc(OCCOC(=O)c2cccc(-n3cnnn3)c2)cc1,99,-3,0,88,-0.57,102,1,-4,13
Cc1c(-n2c(=S)[nH]c3ccccc3c2=O)c(=O)n(-c2ccccc2)n1C,82,-32,6,87,0.14,92,-3,-18,-2
COCCN1CN=C(Nc2nc3ccccc3o2)NC1,94,3,-1,93,0.57,100,-9,-6,2
Cc1ccc(CNC(=O)CN(Cc2ccccc2)S(C)(=O)=O)cc1,89,-17,13,92,1,103,-9,-10,-1
Cn1c(=O)c(=O)n(C)c2cc(S(=O)(=O)N3CCCCCC3)ccc21,87,3,-1,96,0.77,103,15,10[fluorescence artefact?],4
CN(Cc1cc2ccccc2[nH]c1=O)C(=O)C1CCCCC1,99,-31,9,101,0.62,97,-13,5[fluorescence artefact?],3
Cc1ccc(C(c2nnnn2CS(=O)(=O)c2ccc(C)cc2)N2CCC(C(N)=O)CC2)cc1 (stereo not drawn),65,-30,4,90,0.24,91,-28,5[fluorescence artefact?],-2
CC(=O)Nc1ccc(SCC(=O)c2cc(C)n(C)c2C)cc1,80,-25,2,107,0.03,108,-7,3,16
Cc1nnnn1-c1cccc(C(=O)O)c1,90,1,22,99,-0.33,103,-14,16,-17
COc1ccc(OC)c(-n2nnnc2SCC(=O)Nc2cc(C)ccc2OC)c1,76,nt,2,90,-1.6,98,-65,5[fluorescence artefact?],3
CC(NC(=O)CCNS(=O)(=O)c1ccc2c(c1)c(=O)n(C)c(=O)n2C)c1ccccc1 (stereo not drawn),nt,-20,2,nt,-0.36,nt,-17,nt,-4
C/C(=N\NC(=O)Cc1csc(N2CCOCC2)n1)c1ccccc1,85,-11,13,93,-0.28,97,18,-7,-11
COc1cc(/C(C#N)=C/c2ccccc2)c([N+](=O)[O-])cc1OC,69,nt,-8,85,-0.28,69,16,4,-2
Cc1cc(OCC(=O)N2CCCC2)cc(C)c1Cl,92,-9,-19,87,0.4,62,-20,9,-32
CC(C)c1nc(NCc2ccccc2)c(C#N)c2c1CCCC2,nt,12,15,nt,-0.07,nt,10,nt,6
CCc1ccc(OCc2nnc(SCCN3CCOCC3)n2CC)cc1,103,-27,6,94,0.8,91,-15,18[fluorescence artefact?],-19
Cc1ccc(OCc2nnc(SCC(=O)NCc3ccco3)n2C)cc1,93,-26,-1,90,1.1,90,2,12,-1
CCN(CC)CCN1C(=O)C2C3c4ccccc4C(c4ccccc43)C2C1=O (stereo not drawn),93,nt,nt,99,2.6,103,nt,4,nt
CCOc1ccc(-c2nnc(-c3ccco3)o2)cc1,83,-15,-26,99,0.27,96,13,3,-12
Cc1ccc(/C=N/c2sc3c(c2C#N)CCCCC3)o1,97,32,50,88,0.09,94,10,-4,-48
COC(=O)c1ccc(NC(=O)c2ccc(N(C)S(C)(=O)=O)cc2)cc1,75,-8,-12,95,0.11,96,3,-7,0
O=C(Cc1cccc2ccccc12)NNC(=O)c1cccs1,nt,-3,12,nt,0.15,nt,-23,nt,12
O=C1c2cccc3c(Nc4ccccc4Cl)c([N+](=O)[O-])cc(c23)C(=O)N1CCO,nt,-17,15,nt,-1.5,nt,-59,nt,1
CC(=O)N1CCC(N(CCN2CCOCC2)C(=O)Nc2ccc(Cl)c(Cl)c2)CC1,81,-2,12,116,nt,94,15,3,-3
C=CCN1C(=O)C(O)(CC(=O)c2ccc(N)cc2)c2ccccc21 (stereo not drawn),nt,-13,9,nt,0.61,nt,5,nt,5
COc1ccccc1NS(=O)(=O)c1ccc(C)c(C(=O)NCC2CCCO2)c1 (stereo not drawn),89,-25,25,104,0.2,98,9,0,-4
Fc1cnc(N2CCOCC2)nc1NCc1ccccc1,101,-1,9,101,-0.99,93,5,3,1

# Next part.
SMILES,H69AR inhibit,HUVEC tox TNFa,VCAM1 TNFa inh,HUVEC inhibit,Pyk2 oligo antag,Lung fibro prol,IL1B cytotox,Smad3 FoxH1 inh,cytoskel mod
CCOc1ccc2nc(SCc3ccc(C(=O)OC)o3)[nH]c2c1,nt,-28,5,nt,0.39,nt,-40,nt,18
CCN(CC)S(=O)(=O)c1cc(Br)c(C)cc1OC,96,-4,17,104,-0.15,88,-13,1[fluorescence artefact?],2
CCn1c(SCC(=O)Nc2cc(C)ccc2C)nnc1-c1cnccn1,94,nt,nt,100,-0.33,101,nt,2,nt
Cc1cc(C)cc(-n2cnc3cc(C(=O)O)ccc32)c1,97,7,23,109,1.3,99,-4,9,nt
CSc1nc(-c2ccco2)nn1C(=O)c1ccccc1,79,-3,2,102,-0.31,90,-2,2,nt
O=C(Nc1ccc2ccccc2c1)c1cn(-c2ccccc2)nc1-c1cccs1,79,25,-7,93,-1.7,101,-9,7,12
O=c1c2cc(-c3ccccc3)sc2ncn1/N=C/c1ccco1,87,4,4,97,-0.01,94,-32,-2,-26
Cc1[nH]c2ccccc2c1C(=O)CSc1nc2cc(S(=O)(=O)N3CCCCC3)ccc2o1,nt,30,9,nt,-0.65,nt,3,nt,14
O=C(O)CN(Cc1ccco1)S(=O)(=O)c1ccccc1,91,-22,9,104,-0.14,102,-6,5,-25
Cc1nc(Nc2ncc3c(n2)CCCC3=O)nc2ccccc12,102,nt,nt,95,nt,104,nt,0,nt
O=C(O)c1cccc(NCc2ccncc2)c1,nt,-4,3,nt,nt,nt,-12,nt,6
Cc1nn(-c2ccccc2)c(C)c1NC(=O)COc1ccc2ccccc2c1,nt,-6,12,nt,-0.67,nt,-7,nt,-8
O=c1cnnc(SCCc2ccccc2)[nH]1,103,-7,20,102,1.1,101,-9,-15,1
O=C(Nc1cccc(F)c1)C1C2C=CC3(CN(CCCN4CCOCC4)C(=O)C13)O2 (stereo not drawn),81,1,10,101,nt,102,8,12,-4
CCOC(=O)N1CCN(c2c(N3CCOCC3)c(=O)c2=O)CC1,89,-11,-6,99,nt,102,-2,-8[fluorescence artefact?],-2
Cc1csc(=NC(=O)c2ccccc2)n1Cc1ccco1,92,16,-14,97,-1,101,-18,-8,nt

# Of the compounds above, 10 contain an aryl methoxy group.
SMILES,H69AR inhibit,HUVEC tox TNFa,VCAM1 TNFa inh,HUVEC inhibit,Pyk2 oligo antag,Lung fibro prol,IL1B cytotox,Smad3 FoxH1 inh,cytoskel mod
COc1cccc(C2/C(=C(/O)c3ccccc3)C(=O)C(=O)N2CCCC(=O)O)c1 (stereo not drawn),97,-19,12,98,-0.22,99,-9,6,18
COc1ccc2c(CC#N)c[nH]c2c1,82,nt,nt,101,-0.33,113,nt,2[fluorescence artefact?],nt
COc1cc2c(cc1NC(=O)Nc1ccccc1)oc1ccccc12,nt,-9,-8,nt,-2,nt,-1,nt,1
COc1ccc(NC(=O)CSc2nc(-c3ccc(C)cc3)cc(C(F)(F)F)c2C#N)cc1,nt,15,-4,nt,1.1,nt,-2,nt,0
COc1cc(NC(=O)C2CCCN(S(=O)(=O)c3cnc[nH]3)C2)cc(OC)c1 (stereo not drawn),96,-23,18,104,nt,109,-2,1,2
COc1ccc(OCCOC(=O)c2cccc(-n3cnnn3)c2)cc1,99,-3,0,88,-0.57,102,1,-4,13
COc1ccc(OC)c(-n2nnnc2SCC(=O)Nc2cc(C)ccc2OC)c1,76,nt,2,90,-1.6,98,-65,5[fluorescence artefact?],3
COc1cc(/C(C#N)=C/c2ccccc2)c([N+](=O)[O-])cc1OC,69,nt,-8,85,-0.28,69,16,4,-2
COc1ccccc1NS(=O)(=O)c1ccc(C)c(C(=O)NCC2CCCO2)c1 (stereo not drawn),89,-25,25,104,0.2,98,9,0,-4
CCN(CC)S(=O)(=O)c1cc(Br)c(C)cc1OC,96,-4,17,104,-0.15,88,-13,1[fluorescence artefact?],2

# Entries of single compounds as entered above:
# Shown for `Cc1nn(-c2ccccc2)c(C)c1NC(=O)COc1ccc2ccccc2c1` : H69AR inhibit = nt; HUVEC tox TNFa = -6; VCAM1 TNFa inh = 12; HUVEC inhibit = nt; Pyk2 oligo antag = -0.67; Lung fibro prol = nt; IL1B cytotox = -7; Smad3 FoxH1 inh = nt; cytoskel mod = -8
# Shown for `O=c1cnnc(SCCc2ccccc2)[nH]1` : H69AR inhibit = 103; HUVEC tox TNFa = -7; VCAM1 TNFa inh = 20; HUVEC inhibit = 102; Pyk2 oligo antag = 1.1; Lung fibro prol = 101; IL1B cytotox = -9; Smad3 FoxH1 inh = -15; cytoskel mod = 1

# Bioassay records as filed in PubChem BioAssay.
